# NCI-60 one-dose screen, 48 h, at 10 µM unless noted. Numbers give growth in % (100 = growth as untreated, 0 = no growth, -100 = all killed).
# SF-295 – SF-295 CNS cancer cells. actives 5.6% (n = 79,000)
# SF-268 – SF-268 CNS cancer cells. actives 3.1% (n = 82,000). AID 1794759
# OVCAR-8 – OVCAR-8 ovarian cancer; actives 4.4% (n = 81,000); AID 1794782
# SNB-19 – SNB-19 CNS cancer cells; actives 2.5% (n = 81,000)
# U251 – U251 CNS tumor cells; AID 1794753; actives 5.4% (n = 80,000)
# SF-539 – SF-539 CNS cancer; actives 6.8% (n = 81,000)
# DU-145 – DU-145 prostate cancer | actives 4.2% (n = 81,000) | AID 1794760
# PC-3 – PC-3 prostate cancer cells | actives 3.9% (n = 80,000)
# Starred values were filed as active, the others as inactive; . = no result given; & = joins results of further samples. The calls were made as follows: active = growth percent below 10; inactive = the rest. An unsorted share of the library. About 9.2% of those tested had a hit in this group.
# Values in the order – OVCAR-8	PC-3	DU-145	SF-268	SF-295	SNB-19	SF-539	U251
> C/C=N/NC(=O)OCC
    102	98	111	113	105	107	96	93
> C/C(=C(/C)C1CC1CCN(C(=O)c1ccccn1)S(=O)(=O)c1ccc(C)cc1)C1CCCCC1 (stereo unspecified)
    97	93	99	97	90	98	99	103
> OC(c1cccc(C(F)(F)F)c1)c1cnc(C(F)(F)F)cc1NC1CCCCCC1 (stereo unspecified)
    88	70	106	101	89	96	88	89
> CC(C)(C)NC(=O)NCC1CCCC1NC(=O)NC(C)(C)C (stereo unspecified)
    90	97	106	104	.	94	92	104
> CCOc1ccc(-c2cnnn2-c2nonc2-n2cccc2)cc1
    26	30	-9.4*	51	8.2*	37	-20*	18
> Cc1ccc(C(=O)/C=C/c2nc(-c3ccc(Cl)cc3)oc2C)cc1
    101	87	106	99	104	90	95	97
> COc1cc(C2c3cnn(C(C)(C)C)c3N=C3NC(=O)N(c4ccc(Cl)cc4)C32)cc(OC)c1OC (stereo unspecified)
    95	91	109	109	101	100	95	100
> Cn1cccc1C(=O)c1n[nH]n2c1nc(=O)c1sccc12
    98	82	108	93	97	102	96	95
> CCCCOc1ccc(NC(=O)n2ncc3cc(N=NN(C)C)ccc32)cc1
    76	62	93	89	94	97	89	81
> O=C(CCCCCCC(=O)Nc1ccc(C(=O)/C=C/c2cn(-c3ccccc3)nc2-c2ccccc2)cc1)NNc1ccccc1
    42	51	77	56	39	87	79	77
> O=C(CC[C@H]1Cc2ccccc2NC1=O)NCc1cn(-c2ccccc2)nc1-c1ccccc1
    90	77	93	78	93	83	97	90
> C/C(=N\Nc1ccc(S(N)(=O)=O)cc1)c1cnn(-c2cc(=O)[nH]c3ccccc23)c1C
    98	92	105	94	94	91	91	92
> COc1ccc(/C=C2\N=C3N(N/C(=N\N)N3c3ccccc3)C2=O)cc1
    103	93	107	99	.	97	100	99
> O=C1CCCC2=C1C(c1cccc(F)c1)c1cc3c(cc1N2CCO)OCO3 (stereo unspecified)
    100	91	106	97	92	95	102	100
> Cc1ccnc(NS(=O)(=O)c2ccc(N)cc2)n1
    102&90	95&102	107&109	103&105	96&109	105	102	99&106
> COC(=O)[C@]12CC[C@@H](C)[C@H](C)[C@@H]1C1=CC[C@@H]3[C@@]4(C)C(C#N)=C[C@@](C)(CO)[C@@H]4[C@H](O)C[C@@]3(C)[C@]1(C)CC2
    72	25	83	68	58	87	76	59
> COc1ccc(C(=O)CBr)c2ccccc12
    98	94	114	106	.	107	101	100
> COc1cc(C2C3CCc4ccccc4C3=NN2C(C)=O)cc(OC)c1OC (stereo unspecified)
    103	93	.	102	112	97	107	106
> O=c1[nH]c(=O)n(C2CC(O)C(CO)O2)cc1NCc1ccccc1 (stereo unspecified)
    104	102	108	112	104	102	91	99
> c1ccc(Nc2ccc(-c3ccc(Nc4ccccc4)cc3)cc2)cc1
    108	98	113	92	116	97	102	107
> O=C(O)C1C2C=CC(C2)C1C(=O)Nc1cccc([N+](=O)[O-])c1 (stereo unspecified)
    93	107	109	104	92	95	99	97
> CCOC(=O)c1c(Nc2ccccc2)nn2c(-c3ccc4ccccc4c3)ccnc12
    99	96	97	105	101	108	96	98
> COc1cc(/C=N/Nc2ccc([N+](=O)[O-])cc2)cc(OC)c1OC
    102	81	92	89	100	109	98	91
> CN(C)c1ccc(C2NNC(=S)N2)cc1 (stereo unspecified)
    103	96	106	108	95	97	99	102
> COc1cc2c(cc1OC)C(=O)/C(=C/c1cc(-c3cc(OC)c(OC)c(OC)c3)n[nH]1)C2
    .	76	107	111	.	104	90	98
> COc1ccc(NC2=C(c3cn(C)c4ccccc34)C(=O)OC2)cc1OC
    104	99	101	97	103	99	101	102
> NC(=S)N/N=C\c1nccc2c(C(F)(F)C(F)(F)C(F)(F)F)cccc12
    -0.1*	9.5*	1.6*	13	7.4*	22	-10*	-9.9*
> COc1cc2nc(Cl)nc(N3CCN(S(=O)(=O)c4ccc(C)cc4)CC3)c2cc1OC
    98	97	110	107	110	97	92	102
> Cc1cccc(N=C2C(=O)NC(=O)NC2=O)c1
    109	.	123	115	107	107	104	105
> Cc1cc(C(=O)O)c(C)n1-c1cccc(C(=O)O)c1
    73	98	17	85	61	87	102	64
> Cc1c(OCC(F)(F)F)ccnc1CNc1ccc(C2=CC(c3ccc(Cl)cc3)N=C(N)N2)cc1 (stereo unspecified)
    96	91	104	96	88	102	106	94
> CN1CC(=O)N=C1N
    105&102	93	108&117	103&116	120&112	102&104	112&104	106&96
> O=C(NC1CCCCC1)C(c1ccc(O)c(O)c1)N(C(=O)C1CCc2cc(F)ccc2O1)c1ccc(F)cc1F (stereo unspecified)
    87	54	85	63	80	85	94	88
> CCC(C)CC(CC)NCCN1CCN(C(CC)CC(C)CC)C1=S (stereo unspecified)
    63	33	29	62	56	47	69	25
> CCCCCCCCC(CC)(CCCC)C(=O)O (stereo unspecified)
    98	86	111	115	97	112	95	97
> O=C1NC(c2cccc([N+](=O)[O-])c2)c2sc3c(F)cccc3c2C1Cl (stereo unspecified)
    102	97	109	93	103	101	96	95
> Nc1nc(SCc2ccccc2[N+](=O)[O-])c2ncn(C3OC(CO)C(O)C3O)c2n1 (stereo unspecified)
    106	99	99	88	100	103	103	106
> O=C(Nc1ccc([N+](=O)[O-])cc1)C(=O)Nc1ccc([N+](=O)[O-])cc1
    86	91	110	100	102	100	.	81
> CC(=O)Nc1c(Cl)cc2c(c1Cl)Cc1ccccc1-2
    102	87	108	111	132	101	105	92
> O=C(Nc1ncnc2nc[nH]c12)c1cccnc1
    97	99	109	97	110	97	103	100

# Copied from the list.
# Under SF-539, `Cc1cc(C(=O)O)c(C)n1-c1cccc(C(=O)O)c1` reads 102
# Under OVCAR-8, `CN1CC(=O)N=C1N` reads 105&102
# Under PC-3, `COc1cc2nc(Cl)nc(N3CCN(S(=O)(=O)c4ccc(C)cc4)CC3)c2cc1OC` reads 97

# Record cards (already shown).
# Cc1c(OCC(F)(F)F)ccnc1CNc1ccc(C2=CC(c3ccc(Cl)cc3)N=C(N)N2)cc1 (stereo unspecified) reads OVCAR-8 = 96; PC-3 = 91; DU-145 = 104; SF-268 = 96; SF-295 = 88; SNB-19 = 102; SF-539 = 106; U251 = 94
# COc1cc2nc(Cl)nc(N3CCN(S(=O)(=O)c4ccc(C)cc4)CC3)c2cc1OC reads OVCAR-8 = 98; PC-3 = 97; DU-145 = 110; SF-268 = 107; SF-295 = 110; SNB-19 = 97; SF-539 = 92; U251 = 102

# Additional structures follow.
# Values in the order – OVCAR-8	PC-3	DU-145	SF-268	SF-295	SNB-19	SF-539	U251
> CC1(C)[C@@H](O)/C(=C\c2cccnc2)C[C@]2(C)[C@H]3CC=C4[C@@H]5C[C@](C)(C(=O)O)CC[C@]5(C)CC[C@@]4(C)[C@]3(C)CC[C@@H]12
    103	97	112	103	101	101	97	102
> O=C(NC1CC(=O)N(Cc2cccc(C(F)(F)F)c2)C1)c1cc(C(F)(F)F)ccc1O (stereo unspecified)
    104	96	104	91	103	97	94	97
> C=Cc1c2c(c3ccc4c5ccccc5ccc4n13)C(=O)c1ccccc1C2=O
    104	99	118	101	98	101	98	116
> OCC(O)c1nc2ccc3[nH]ncc3c2c2c1CCCC2 (stereo unspecified)
    11	9.7*	12	-3.8*	9.2*	7.6*	-39*	7.7*
> O=c1cc(-c2ccccc2)[nH]n1-c1ccccc1
    103	88	125	116	108	97	104	105
> CCNC(=S)n1nc(-c2cccc(Cl)c2)nc1N
    96	98	112	99	94	98	100	103
> O=C(Nc1cccc(Cl)c1)c1cc([N+](=O)[O-])ccc1O
    69	35	73	65	59	53	32	47
> C=CCOC(=O)C1=C(C)NC2=C(C(=O)CC(C)(C)C2)C1c1cc(OC)ccc1OC (stereo unspecified)
    91	87	106	95	107	89	107	105
> c1ccc(CSC(SCc2ccccc2)c2cccc3ccccc23)cc1
    95	79	103	94	101	94	102	89
> O=C1c2c(c3c4cccc(F)c4[nH]c3c3ccc4ccccc4c23)C(=O)N1O
    42	32	55	32	48	30	40	27
> O=[N+]([O-])c1ccc2nc(-c3ccccc3)c(-c3ccccc3)nc2c1
    92	82	99	112	96	91	96	87
> CCC(=O)OCC(=O)[C@@]1(OC(=O)CC)[C@@H](C)CC2C3CCC4=CC(=O)C=C[C@]4(C)C3(F)[C@@H](O)C[C@@]21C (stereo partly specified)
    83	95	89	94	110	93	93	103
> C=CCn1c(SC/C(=N\O)c2ccccc2)nnc1-c1ccc(OC)c(OC)c1
    97	97	114	105	104	100	96	94
> Nc1ccncc1N
    109&99	100&90	104&105	100&100	108&103	107&91	112&101	109&95
> CCCCC(CC)CCC(C)OC(=O)CCC1CCCCC1 (stereo unspecified)
    110	89	107	111	105	112	109	112
> CC(C)C[C@H](N)C(=O)NS(=O)(=O)c1cccc(Cl)c1
    91	89	100	100	86	93	101	96
> CN1CCN(C(=O)[C@@]2(C)CC[C@]3(C)CC[C@]4(C)C(=CC[C@@H]5[C@@]6(C)CCC(=O)C(C)(C)[C@@H]6CC[C@]54C)[C@@H]3C2)CC1
    93	53	93	86	94	85	85	74
> CC(C)(C)c1ccc(C(C)(C)C)cc1
    88	98	109	104	90	100	104	105
> CCOC(=O)/C(F)=C/C1CC1C(c1ccccc1)c1ccccc1 (stereo unspecified)
    105	79	106	99	89	96	97	109
> N#CC1C(c2ccc(Cl)cc2)=Nc2c(c(-c3ccccc3)nn2-c2ccccc2)C12C(=O)Nc1ccc(Cl)cc12 (stereo unspecified)
    65	12	74	39	28	24	44	19
> Cc1ccc(NC(=O)/C(CC(=O)c2c[n+](=O)c3ccccc3n2O)=N\NC(=O)C[n+]2ccccc2)cc1
    88	79	112	97	108	101	102	88
> O=C(CNc1ccc(S(=O)(=O)Nc2ncccn2)cc1)Nn1c(COc2ccccc2)nc2ccccc2c1=O
    75	96	93	91	61	13	78	59
> NC(=O)Cc1c[nH]c2ccccc12
    106	87	104	91	107	98	96	100
> O=C(NO)c1ccc(CNc2cccc3nc(C4CC4)n(-c4ccccc4)c(=O)c23)cc1
    -15*	-47*	3.1*	7.1*	13	26	9.4*	-8.0*
> Nc1c(C(=O)Nc2cccc3ccccc23)sc2nc3c(cc12)CCCC3
    34	40	19	50	15	39	8.9*	25
> CCCCCc1ccc(S(=O)(=O)Nc2cccc(-c3csc(NC(=O)CCCCCN4CCN(C)CC4)n3)c2)cc1
    82	50	63	67	86	72	63	26
> CC1=C(C(=O)Nc2ccc(Cl)cc2)C2(C(=O)Nc3ccccc32)N(C)C(=O)N1 (stereo unspecified)
    100	93	111	103	.	105	100	106
> CC(C)(C)C1CCC(C(=O)O)CC1 (stereo unspecified)
    100	.	116	113	105	111	94	98
> Cc1oc2nc[nH]c(=O)c2c1C(=O)/C=C/c1ccc(Cl)cc1
    16	34	6.8*	50	77	42	15	24
> C=C(C)[C@H]1C2=CC(C(=O)OC)=C(C[C@H](C(=C)C)[C@@H]3OC(=O)[C@]4(O[C@H]4[C@@H]1O)[C@@H]3N(C)C)O2
    104	101	101	93	98	99	103	101
> CCN(CC)CCOC(=O)c1ccc(N=Nc2ccc(O)c(OC)c2)cc1
    95	95	108	95	101	104	96	87
> O=C(/C=C/Nc1cc(-c2ccccc2)nn1-c1ccccc1)c1ccc(Br)cc1
    93	72	103	91	94	90	103	102
> O=C(c1ccc(O)cc1)C1[C@H](c2ccc(Cl)cc2)[C@@H](c2ccccc2)NC12C(=O)Nc1ccccc12 (stereo partly specified)
    13	1.6*	20	22	-49*	13	-51*	-0.3*
> Nc1c(C(=O)Nc2cccc3ccncc23)sc2nc3c(cc12)C(=O)CCC3
    68	53	39	55	20	33	16	48
> COc1ccc(/C=N/Nc2nc(-c3no[n+]([O-])c3C)cs2)cc1
    103	99	103	100	98	95	98	98
> Cc1ccc2c(c1)S(=O)(=O)N(C)C(c1ccccc1)=C2
    98	91	113	104	105	98	108	96
> Cc1c2ccncc2c(C)c2c1c1ccccc1n2CCCCCC(=O)O
    80	86	104	87	95	86	90	86
> O=C(O)c1ccc(-n2cc(CNc3ccccc3)c(-c3ccc(F)cc3)n2)cc1
    80	75	95	95	89	82	82	69
> CC(=O)c1cc(C(=O)c2ccc(Br)cc2)n2cc(C)cc(C)c12
    99	87	95	90	96	91	88	101
> COc1ccc(-c2ccc3ncc4c(c3c2)n(-c2ccc(N3CCNCC3)c(C(F)(F)F)c2)c(=O)n4C)cn1
    -63*	-84*	-89*	-76*	-92*	-74*	-85*	-86*
> COc1cc(OC)c([N+](=O)[O-])cc1C=O
    109	95	117	103	101	103	97	102
> CCC(=O)OCCN(C(=O)CC)c1ccccc1
    106	97	114	100	99	105	97	103
> Brc1ccc(-c2cc3c(cc2C2SCCS2)OCO3)cc1
    95	89	.	100	100	98	90	86
> O=C(O)c1ccc(OC2C=CCCC2)cc1 (stereo unspecified)
    103	94	120	114	118	102	98	101
> Cc1nn(-c2ccccc2)c2sc(C(=O)Nc3ccc(Cl)cc3)cc12
    102	102	114	118	103	102	105	99
> CCCCC(CC)COP(=O)(O)O (stereo unspecified)
    97&96	94&89	113&109	105&108	112	98&105	89	103&91
> NNc1ccc(Cl)cc1Cl
    53	60	108	72	77	92	94	76
> O=[N+]([O-])Cc1c2ccccc2nc2ccccc12
    99	97	112	102	108	98	96	101
> O=C(O)c1ccc(-n2cc(CNc3cccc(F)c3)c(-c3ccccc3)n2)cc1
    98	94	98	103	96	107	91	95

# Filtered by structure: the entries above containing two or more sulfur atoms.
# Values in the order – OVCAR-8	PC-3	DU-145	SF-268	SF-295	SNB-19	SF-539	U251
> c1ccc(CSC(SCc2ccccc2)c2cccc3ccccc23)cc1
    95	79	103	94	101	94	102	89
> CCCCCc1ccc(S(=O)(=O)Nc2cccc(-c3csc(NC(=O)CCCCCN4CCN(C)CC4)n3)c2)cc1
    82	50	63	67	86	72	63	26
> Brc1ccc(-c2cc3c(cc2C2SCCS2)OCO3)cc1
    95	89	.	100	100	98	90	86

# Screening results deposited in PubChem BioAssay by NCI.
